Screening data (PubChem BioAssay)
4-MU autofl – compound fluoresces in the 4-MU spectral region | compound autofluorescence, 340/450 nm, 4-MU equivalents; hits give high values | max dye-equivalent concentration, M | 59,000 compounds, 11% hits; in the data active means max dye-equivalent concentration above about 10 nM; inconclusive means mostly about 1.1 nM to 9.6 nM
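Intrinsic fluorescence at 340/450 nm (ex/em) was read after 15 min at room temperature in pH 8.0, 100 mM Tris. Each compound concentration expressed as 4-MU-equivalent concentration from a six-point 4-MU standard series on each plate.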
BRCT inh red – disrupts BRCA1 BRCT binding to phosphoprotein, red fluorophore readout | BRCT-phosphopeptide binding, red fluorescence polarization | Potency, µM (series often up to 76.9 µM), for inactives: at the top dose activity change, negative = inhibition, hits mostly inhibitors | 75,000 compounds, 0.03% hits; further: on the % scale 0 is the no-effect control and ±100 the full control effect
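Rhodamine-labelled pBACH1 10-mer (100 nM) bound to BRCT domain (100 nM) at pH 7.3; compounds incubated 12 min room temperature, polarization read. Free peptide defines full inhibition; unlabelled decapeptide titrated as control.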
A350 fluor – compound fluoresces in the Alexa 350 spectral region. 59,000 compounds, 11% hits. Compound autofluorescence, 340/450 nm, Alexa 350 dye-equivalents; hits give high values. max dye-equivalent concentration, M; in the data active means max dye-equivalent concentration above about 10 nM; inconclusive means mostly about 1.1 nM to 9.6 nM
Rhodamine fluor – compound fluoresces in the rhodamine spectral region | Rhodamine-region fluorescence, 547/598 nm, Tris buffer; hits give high values | max dye-equivalent concentration, M | 59,000 compounds, 0.05% hits; in the data active means max dye-equivalent concentration above about 11 nM; inconclusive means between about 1.1 nM and that limit
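Compounds in 100 mM Tris buffer, pH 8.0, were incubated 15 min at room temperature, then read at 547 nm excitation and 598 nm emission. Fluorescence was normalized against a per-plate six-point rhodamine standard curve as dye-equivalent concentration.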
BRCT inh green – BRCA1 BRCT-phosphoprotein interaction inhibition; AID 875; 75,000 compounds, 0.05% hits; Potency, µM (titrated, usually from 76.9 µM), for the others: at the highest dose activity change, negative = inhibition, hits mostly inhibitors; BRCA1 BRCT-phosphopeptide binding, green fluorescence polarization;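 further: potency means the concentration at half of the fitted maximal effect; plate controls were peptide without protein for full effect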
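Compounds were incubated for 12 min at room temperature with a complex of 100 nM fluorescein-tagged pBACH1 decapeptide and 250 nM His-tagged BRCT protein. Buffer was phosphate pH 7.3 with EDTA, DTT and Tween 20. Disruption of binding lowers the polarization signal.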
HEK293 cAMP cs – parental HEK293 cAMP activation (counter-screen); parental HEK293 CNG cAMP sensor, membrane potential fluorescence; 73,000 compounds, 2.5% hits; Potency, µM (top dose mostly 57.1 µM), for the others: at the highest dose activation, actives largely listed as activators; further: potency means the concentration at half of the fitted maximal effect; % of control where 0% means no effect; nearly all actives have a fitted effect of over 55% in size
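Parental HEK 293 cells stably expressing a cAMP-gated CNG channel were loaded with membrane potential dye containing 100 uM RO 20-1724 for 60 min. Compound added for 30 min; depolarization read as fluorescence intensity at 590 nm.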
Fluorescein fluor – fluorescein region autofluorescence | Compound autofluorescence, 480/540 nm, fluorescein-equivalent; hits give high values | max fluorescein-equivalent concentration, M | 59,000 compounds, 0.91% hits | AID 593; in the data active means max fluorescein-equivalent concentration above about 10 nM; inconclusive means between about 1.1 nM and that limit
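Tris 100 mM pH 8.0; 15 min RT; CCD read, ex 480/em 540 nm. Output: fluorescein-equivalent concentration per compound concentration, from six-point dye series on each plate.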
Casp7 inh – allosteric or competitive inhibitors of human caspase-7. 75,000 compounds, 0.02% hits. recombinant caspase-7, Ac-DEVD-AFC fluorescence rate. P55210. Potency, µM (series often up to 57.5 µM), for inactives: at the top dose activity change, negative = inhibition, hits mostly inhibitors; active means well fitted inhibition curve with a large enough effect in the main read-out, with a control signal flat, not every such curve was filed as active; inconclusive means small, poorly fitted or top-dose-only effect, or a change in a side signal; further: potency means the concentration at half of the fitted maximal effect; % of control where 0% means no effect
TexasRed autofl – Texas Red region autofluorescence. AID 587. Compound fluorescence, Texas Red channel, 547/618 nm; hits give high values. 59,000 compounds, 0.06% hits. max dye-equivalent concentration, M; in the data active means max dye-equivalent concentration above about 10 nM; inconclusive means between about 1.1 nM and that limit
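Spectral interference profiling: each compound concentration's relative fluorescence, read with a 547 nm excitation and 618 nm emission filter pair, was normalized to a per-plate Texas Red standard curve.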
Caspase-1 inhib – allosteric or competitive inhibitors of human caspase-1; Caspase-1 enzyme, Ac-WEHD-AFC fluorogenic rate; Potency, µM (top dose mostly 57.5 µM), inactives show at the highest dose activity change, negative = inhibition, hits mostly inhibitors; 75,000 compounds, 0.03% hits; AID 900;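 further: potency means the concentration at half of the fitted maximal effect; plate controls were vehicle for no effect and no substrate for full effect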
Target sequence (P29466 120-297 limits assumed): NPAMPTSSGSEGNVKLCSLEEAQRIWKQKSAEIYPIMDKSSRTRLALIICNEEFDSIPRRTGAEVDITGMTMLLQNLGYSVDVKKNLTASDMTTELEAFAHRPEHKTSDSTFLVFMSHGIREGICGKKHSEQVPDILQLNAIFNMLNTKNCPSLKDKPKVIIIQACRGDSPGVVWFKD
Target sequence (P29466 317-404 limits assumed): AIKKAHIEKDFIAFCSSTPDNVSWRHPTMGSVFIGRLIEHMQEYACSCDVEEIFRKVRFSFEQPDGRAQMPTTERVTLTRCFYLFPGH
USP2a inh – inhibitors of human ubiquitin-specific protease USP2a | USP2a enzymatic assay, qHTS inhibition | Potency, µM (top dose mostly 38.3 µM), for inactives: at the top dose activity change, negative = inhibition, hits mostly inhibitors | 60,000 compounds, 0.1% hits;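 further: potency means the concentration at half of the fitted maximal effect; nearly all actives have a fitted effect of over 60% in size; plate controls were DMSO for no effect and NEM full inhibition control for full effect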
Target sequence (O75604 whole entry, looked up): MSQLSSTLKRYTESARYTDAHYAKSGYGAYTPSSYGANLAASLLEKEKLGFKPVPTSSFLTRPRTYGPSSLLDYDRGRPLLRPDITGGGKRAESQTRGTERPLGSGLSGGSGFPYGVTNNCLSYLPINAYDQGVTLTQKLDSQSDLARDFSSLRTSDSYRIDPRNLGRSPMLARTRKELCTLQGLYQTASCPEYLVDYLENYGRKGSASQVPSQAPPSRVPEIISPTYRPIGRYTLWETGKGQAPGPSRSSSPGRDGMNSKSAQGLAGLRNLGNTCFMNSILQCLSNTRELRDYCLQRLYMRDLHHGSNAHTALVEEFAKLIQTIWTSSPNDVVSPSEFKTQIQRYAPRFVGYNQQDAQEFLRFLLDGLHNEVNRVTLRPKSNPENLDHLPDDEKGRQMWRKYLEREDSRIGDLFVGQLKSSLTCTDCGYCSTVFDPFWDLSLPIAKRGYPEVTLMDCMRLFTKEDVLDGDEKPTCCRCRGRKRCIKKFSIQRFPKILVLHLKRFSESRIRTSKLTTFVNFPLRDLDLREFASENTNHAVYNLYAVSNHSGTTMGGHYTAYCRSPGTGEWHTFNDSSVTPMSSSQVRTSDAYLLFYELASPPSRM
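USP2 core (20nM final) preincubated 30 min RT with compound, then Ub-PLA2 20nM and NBD C6-HPC 20uM final added; buffer 20mM Tris-HCl pH 8.0, 2mM CaCl2. Fluorescence Ex 460/Em 535 read at 0 and 2.5 h; normalized to NEM.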
* marks the source's active call; other numbers are inactive results; i = inactive; ? = inconclusive; · = not tested or not shown; [ ] = another dose, or the depositor's remark. Unless noted, the call rests on the fitted dose curve; in most records, active means well fitted curve in the direction sought with a large enough effect; inconclusive means small, poorly fitted or top-dose-only effect, or another doubt; inactive means no such curve, though single readings can be large; an effect the other way counts as inactive or inconclusive.

Each structure is followed by: 4-MU autofl	BRCT inh red	A350 fluor	Rhodamine fluor	BRCT inh green	HEK293 cAMP cs	Fluorescein fluor	Casp7 inh	TexasRed autofl	Caspase-1 inhib	USP2a inh
CCN(CC)S(=O)(=O)c1cccc(-c2nnc(SCC(=O)c3cc(C)n(C4CC4)c3C)o2)c1
  i	-0.7%	i	i	-2.6%	29%	i	-1%	?	2%	18%
COc1ncc2nc(-c3ccc(Cl)cc3)c(=O)n(CCc3ccccc3)c2n1
  ?	-1.7%	?	i	-2.7%	-2%	i	-9%	i	-7%	56%[activator]
COc1ccccc1-c1cncnc1NCCc1cnc[nH]1
  i	1.0%	i	i	-1.0%	?	i	0%	?	2%	-1%
CS(=O)(=O)N1CCN(c2ccccc2NC(=O)c2ccc(-c3ccc(Cl)cc3Cl)o2)CC1
  2.8e-08M*	2.5%	2.5e-08M*	i	11%	21%	?	-4%	i	-5%	43%[activator]
CCn1nc(C(=O)N2CCN(Cc3ccc4c(c3)OCO4)CC2)c2ccccc2c1=O
  i	-0.6%	i	i	-1.6%	-4%	i	1%	i	3%	6%
CSc1nc(-c2ccccc2)nc2[nH]ccc(=O)c12
  ·	2.6%	·	·	3.0%	-2%[11.4 µM]	·	-17%	·	-6%	13%[7.66 µM]
CCCCn1c(=S)[nH]c2ncccc2c1=O
  i	1.1%	i	i	-0.2%	-1%	i	2%	i	0%	-5%
C=CCn1c(SCC(=O)N2CCOCC2)nc2sc3c(c2c1=O)CCCC3
  i	-1.5%	?	i	2.7%	4%	?	-4%	?	-2%	12%
O=C(C1CCN(Cc2ccc(OCc3ccccc3)cc2)CC1)N1CCCC1
  ·	0.1%	·	·	-2.4%	10%	·	-2%	·	-1%	8%
Cn1c(=O)c2c(nc(SCC(=O)Nc3ccccc3)n2C)n(C)c1=O
  ·	-0.2%	·	·	-0.5%	11%	·	0%	·	0%	·
CC(=O)N1CCN(S(=O)(=O)c2ccc(S(=O)(=O)NCC(C)C)cc2)CC1
  i	0.4%	i	i	1.3%	2%	?	1%	i	-1%	9%
COc1ccc(-c2nn3c(-c4ccco4)nnc3s2)cc1OC
  ?	-9.6%	?	i	7.2%	-4%	i	0%	i	-2%	13%
COc1ccc(NC(=O)CSc2nc3ccccc3c(=O)n2-c2ccc3c(c2)OCO3)c(OC)c1
  i	-0.5%	i	i	0.8%	2%	?	-1%	i	-1%	26%
COc1ccc2c(C)cc(SCC(=O)N3CCOCC3)nc2c1
  i	-2.0%	i	i	23%	4%	5.9e-08M*	-2%	i	-2%	9%
COc1ccc(N=C2SC(C(=O)O)CC(=O)N2Cc2ccc(OC)c(OC)c2)cc1 (stereo unspecified)
  i	1.1%	?	i	-0.2%	-1%	i	0%	?	1%	6%

The list goes on; it opens with the 3 that closed the last part.
Each structure is followed by: 4-MU autofl	BRCT inh red	A350 fluor	Rhodamine fluor	BRCT inh green	HEK293 cAMP cs	Fluorescein fluor	Casp7 inh	TexasRed autofl	Caspase-1 inhib	USP2a inh
COc1ccc(NC(=O)CSc2nc3ccccc3c(=O)n2-c2ccc3c(c2)OCO3)c(OC)c1
  i	-0.5%	i	i	0.8%	2%	?	-1%	i	-1%	26%
COc1ccc2c(C)cc(SCC(=O)N3CCOCC3)nc2c1
  i	-2.0%	i	i	23%	4%	5.9e-08M*	-2%	i	-2%	9%
COc1ccc(N=C2SC(C(=O)O)CC(=O)N2Cc2ccc(OC)c(OC)c2)cc1 (stereo unspecified)
  i	1.1%	?	i	-0.2%	-1%	i	0%	?	1%	6%
CC1CCC2(CC1)NC(=O)N(CC(=O)NC(=O)NC1CCCC1)C2=O (stereo unspecified)
  i	1.3%	i	i	-0.7%	-4%	i	-1%	i	3%	7%
COCCn1c(N)c(NCc2ccccc2)c(=O)n(CC(=O)Nc2cc(C)ccc2C)c1=O
  ?	1.4%	?	i	-3.3%	14%	?	-3%	i	-2%	19%
O=c1[nH]nc(CSCc2ccccc2Cl)[nH]1
  i	-3.3%	i	i	-1.6%	?	i	-1%	i	-2%	1%
CCSc1nc(O)c(C2OC(=O)c3c2ccc(OC)c3OC)c(=O)n1-c1ccccc1 (stereo unspecified)
  i	·	i	i	·	·	i	·	i	·	·
Cc1cc(C)c(C#N)c(SCCS(=O)(=O)Cc2ccccc2)n1
  i	0.3%	i	i	2.8%	20%	i	-1%	i	-1%	-4%
O=c1c2[nH]c3ccc(Cl)cc3c2ncn1Cc1ccccn1
  i	0.3%	i	i	-0.8%	24%	i	0%	i	-2%	-3%
CCn1c(=O)c(-c2ccccc2)c(O)c2ccccc21
  i	0.7%	i	i	-1.0%	13%	?	-1%	i	0%	8%
O=C(NC1CCCCCCC1)c1ccc(CNc2c(N3CCOCC3)c(=O)c2=O)cc1
  ·	-0.6%	·	·	-1.3%	5%	·	-7%	·	-1%	·
CCOC(=O)C1Cn2c(nc3c(c2=O)C2(CCCC2)Cc2ccccc2-3)S1 (stereo unspecified)
  ·	0.5%	·	·	0.1%	14%[11.4 µM]	·	-2%	·	-3%	4%[7.66 µM]
CC(C)=CCC/C(C)=C/CC/C(C)=N/O
  ·	-0.6%	·	·	-2.2%	-4%	·	0%	·	0%	1%
CN(C)CC(O)COc1ccc(C(C)(C)c2ccc(OCC(O)CN(C)C)cc2)cc1 (stereo unspecified)
  i	·	i	i	·	·	i	·	i	·	·
N#CC1=C(N)N2C(=C(C#N)C13CCN(Cc1ccccc1)CC3)Nc1ccccc12
  9.6e-08M*	0.5%	9.9e-08M*	i	-0.1%	20%	?	-19%	?	?	31%[activator]
COc1cccc(NC(=O)Nc2cc(C)ccc2F)c1
  i	-0.2%	i	i	1.0%	-4%	?	0%	i	0%	6%
C=CCOC(=O)C1=C(C)Nc2nnnn2C1c1cc(OC)ccc1OC (stereo unspecified)
  i	0.6%	i	i	-1.9%	8%	i	1%	i	-2%	16%
CN1C(=O)c2ccccc2C(C(=O)O)C1c1cn(C)c2ccccc12 (stereo unspecified)
  i	0.1%	i	i	-1.1%	3%	i	1%	i	-1%	-1%
CN(C)c1oc(-c2ccccc2Cl)nc1C#N
  4.2e-08M*	0.0%	4.9e-08M*	i	-1.2%	7%	i	-2%	i	-1%	-4%
CCCCOc1ccc(N(CC(=O)NC2CCCC2)C(=O)CCC(=O)Nc2ccccn2)cc1
  i	-0.7%	i	i	-2.7%	9%	?	3%	i	2%	6%
CC(=O)c1ccc(N2C(=O)NC3(CCCCC3)C2=O)cc1
  i	-1.7%	i	i	-2.0%	-9%	?	-1%	i	0%	0%
CCOC(=O)CC(=O)Nc1nnc(C(C)C)s1
  i	1.8%	i	i	-0.9%	1%	i	2%	?	-1%	5%
CCCn1c(C(C)NC(=O)c2ccccc2)nc2ccccc21 (stereo unspecified)
  i	-1.5%	i	i	-0.5%	-3%	i	0%	i	1%	3%
CCCCCCCC/C=C\CCCCCCCC(=O)NCCc1ccc(O)c(O)c1
  i	-3.2%	i	i	-4.2%	8%	?	-3%	i	0%	-15%
CCOC(=O)Nc1cccc(OCC(=O)Nc2ccc(OC)cc2OC)c1
  i	0.2%	i	i	0.1%	?	i	0%	i	-1%	7%
CCOC(=O)CNc1c(-c2ccc(O)cc2)nc2ccc(Cl)cn12
  2.6e-08M*	-2.4%	2.9e-08M*	i	-1.8%	-20%	i	-8%	i	-13%	6%
COC(=O)C1=C(N)Oc2cc(C)n(Cc3cccnc3)c(=O)c2C1c1cccc(OC)c1OC (stereo unspecified)
  i	-0.6%	i	i	-1.1%	5%	i	2%	?	-5%	19%
CC1NC(=O)N(C)C2NC(=O)N(C)C(c3ccccc3)C12 (stereo unspecified)
  i	0.6%	i	i	-4.6%	7%	i	1%	i	1%	-2%
COCCn1c(SCc2nnc(-c3ccccc3)o2)nc2sc3c(c2c1=O)CCC3
  i	-0.3%	i	i	0.0%	?	i	-1%	i	-2%	13%
Cc1nc2ccccc2c2oc(C(=O)NCCN3CCN(C)CC3)cc12
  ·	-4.1%	·	·	4.5%	0%	·	0%	·	-3%	·
CCOC(=O)CSc1nnc([C@@H](NC(=O)OC(C)(C)C)C(C)C)o1
  i	-1.1%	i	i	0.1%	7%	i	-2%	?	-1%	1%
S=c1nc(-c2ccccc2)[nH]n1-c1ccccc1
  i	·	i	i	·	·	?	·	i	·	·
CC1(C)NC(=O)N(CCOc2cccc(Oc3ccccc3)c2)C1=O
  i	-0.8%	i	i	0.2%	9%	?	-2%	i	-2%	-4%
Cc1cccn2c(=O)c3cc(C(=O)N4CCc5ccccc5C4)n(C)c3nc12
  4.1e-07M*	0.3%	5.4e-07M*	i	-0.3%	19%	i	-5%	i	-7%	5%
Cc1cc(C)nc(NS(=O)(=O)c2ccccc2)n1
  i	0.8%	i	i	-2.1%	?	i	-2%	i	0%	-10%
O=C(/C=C\C=C/c1ccc2c(c1)OCO2)N1CCCCC1
  6e-08M*	0.8%[34.4 µM]	4.2e-08M*	i	-0.3%[34.4 µM]	?	?	-5%[25.7 µM]	i	0%[25.7 µM]	6%[17.1 µM]

Some of the compounds tested. The share of hits here may be higher or lower than overall.
